Screens as filed in PubChem BioAssay.
ADAM10 inh = ADAM10 inhibition, QFRET primary screen; actives 0.62% (n = 370,000); recombinant ADAM10, EDANS/DABCYL FRET peptide cleavage, 3 h; inhibition, % at 7 µM; AID 720582;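 active = inhibition above a per-campaign cutoff equal to the mean of compounds falling between control-based bounds plus 3 SD, cut at about 20% in these data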;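 note: 0% = DMSO wells while the 100% control is not disclosed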
hgDAF-12 ag = agonists of H. glycines DAF-12 nuclear receptor. HEK293 GAL4-hgDAF12 UAS-luciferase reporter, agonist luminescence; normalized to butyrate control. activation, % at 6.8 µM. actives 1.8% (n = 370,000);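 active = activation above a cutoff set at the mean of all screened compounds plus 3 SD, cut at about 10% in these data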;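 note: 0% = DMSO wells and 100% = sodium butyrate wells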
ssDAF12 agonist = activates DAF-12 receptor from parasite S. stercoralis; HEK293 ssDAF-12/GRIP1 lit1-tk-luc reporter, luminescence; % of 3 µM dafachronic acid response; activation, % at 6.8 µM; actives 1% (n = 370,000); AID 652126;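 active = activation above the mean over all tested compounds plus 3 SD, cut at about 0.9% in these data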;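 note: 0% = DMSO-only wells and 100% = 3 µM delta7-dafachronic acid wells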
FXN GAA850 act = frataxin GAA850 promoter activation | HEK293 lucGAA850 FXN promoter luciferase reporter, 24 h; percent of 10 µM SAHA response | activation, % at 6 µM | actives 0.56% (n = 360,000) | AID 540364;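 active = activation above the average of all compounds screened plus 3 SD, cutoff fixed separately per campaign, cut at about 7.5% in these data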;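 note: 0% = DMSO wells and 100% = 10 µM SAHA wells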
hcDAF12 agonist = activates DAF-12 receptor from parasite H. contortus. HEK293 hcDAF-12 lit1-tk-luc reporter, luminescence; 0% DMSO, 100% Δ7-dafachronic acid. actives 1.4% (n = 370,000). activation, % at 6.8 µM;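 active = activation above the mean of all tested compounds plus 3 SD, cut at about 5.5% in these data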;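 note: 100% = response to 3 µM Δ7-dafachronic acid high control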
NPR1 activator = GC-A (human) enzyme activation. P16066. HEK293 GC-A cells, cGMP TR-FRET, EC30 ANP; 0% at EC30 ANP, 100% saturating ANP. activation, % at 10 µM. actives 0.14% (n = 370,000). AID 1671463; in the data active = activation above about 40%
Target sequence (P16066 whole entry, looked up): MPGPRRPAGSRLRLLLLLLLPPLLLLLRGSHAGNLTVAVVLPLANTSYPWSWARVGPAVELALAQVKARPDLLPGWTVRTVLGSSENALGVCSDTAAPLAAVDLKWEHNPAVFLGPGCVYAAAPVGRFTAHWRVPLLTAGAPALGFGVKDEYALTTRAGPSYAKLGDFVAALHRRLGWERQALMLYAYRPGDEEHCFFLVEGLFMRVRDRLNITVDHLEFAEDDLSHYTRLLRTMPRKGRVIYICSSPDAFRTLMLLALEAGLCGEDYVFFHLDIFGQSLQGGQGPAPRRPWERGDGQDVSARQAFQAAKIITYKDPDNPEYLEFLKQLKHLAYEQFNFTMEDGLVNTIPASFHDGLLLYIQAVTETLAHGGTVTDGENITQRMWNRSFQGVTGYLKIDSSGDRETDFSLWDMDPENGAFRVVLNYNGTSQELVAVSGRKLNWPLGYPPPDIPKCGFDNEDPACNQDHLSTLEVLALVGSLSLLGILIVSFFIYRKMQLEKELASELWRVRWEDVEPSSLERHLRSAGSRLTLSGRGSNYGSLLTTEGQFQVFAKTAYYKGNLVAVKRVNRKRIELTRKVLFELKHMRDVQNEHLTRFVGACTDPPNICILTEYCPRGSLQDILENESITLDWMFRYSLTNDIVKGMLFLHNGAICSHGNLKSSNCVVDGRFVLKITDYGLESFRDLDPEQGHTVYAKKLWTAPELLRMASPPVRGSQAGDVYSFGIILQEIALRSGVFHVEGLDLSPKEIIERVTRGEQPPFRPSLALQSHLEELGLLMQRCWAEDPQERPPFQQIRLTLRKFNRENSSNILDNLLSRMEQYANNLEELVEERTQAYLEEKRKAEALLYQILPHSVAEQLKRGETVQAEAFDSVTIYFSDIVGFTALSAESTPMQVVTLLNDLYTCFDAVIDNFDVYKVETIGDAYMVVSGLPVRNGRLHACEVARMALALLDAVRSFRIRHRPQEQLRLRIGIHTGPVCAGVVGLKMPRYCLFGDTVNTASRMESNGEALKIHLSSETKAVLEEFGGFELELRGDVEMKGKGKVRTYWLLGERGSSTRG
DAX1 inh-1 = blocks DAX1 repression of SF-1 activated StAR promoter; HEK293T StAR-luciferase reporter, SF-1/DAX-1 repression relief; inhibition, % at 6.8 µM; actives 1.1% (n = 370,000); AID 652010;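 active = inhibition above the mean over all tested compounds plus 3 SD, cut at about 3.6% in these data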;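 note: 0% = DAX-1 cells with DMSO and 100% = cells lacking DAX-1 with DMSO; higher inhibition means more luminescence from relief of DAX-1 repression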
ADAM17 inh = inhibitors of human ADAM17; P78536; recombinant ADAM17, EDANS/DABCYL FRET peptide cleavage; inhibition, % at 6.95 µM; actives 0.83% (n = 370,000);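 active = inhibition above the mean of compounds lying between control limits plus 3 SD, set per campaign, cut at about 8.5% in these data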;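 note: 0% = DMSO-only wells as the low control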
PG9 binder = small molecules binding HIV-1 gp120 antibody PG9; TR-FRET gp120-PG9 antibody binding; inhibition, % at 6.7 µM; actives 0.43% (n = 360,000); AID 624416; in the data active = inhibition above about 8.5%
DAX1 inh-2 = inhibitors of human orphan nuclear receptor DAX1 (NR0B1). inhibition, % at 6.75 µM. actives 0.99% (n = 340,000). AID 504766. HEK293 Gal4-DAX1 luciferase reporter, luminescence;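 active = inhibition above the mean over all tested compounds plus 3 SD, cut at about 4.2% in these data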;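 note: 0% = DAX1-transfected cells with DMSO and 100% = empty-vector control cells with DMSO; inhibition shows as a rise in luminescence from relieved DAX1 repression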
SMARCA2 act = SMARCA2 function activation, primary screen; actives 1% (n = 370,000); MG213 cells, MMTV-luciferase reporter, dexamethasone, overnight; activation, % at 9.1 µM; in the data active = activation above about 7.8%;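 note: 0% = vehicle wells and 100% = reference activator wells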
* marks the source's active call; other numbers are inactive results; i = inactive; nt = not tested or not shown.

nr	SMILES	ADAM10 inh	hgDAF-12 ag	ssDAF12 agonist	FXN GAA850 act	hcDAF12 agonist	NPR1 activator
1	NS(=O)(=O)c1ccc2nc(NC(=O)c3ccncc3)sc2c1	1	1.9	-0.8	0.5	-0.4	5
2	CCc1ncc(CN2CCCC(C(=O)Nc3cccc(-c4ccc(F)cc4)c3)C2)cn1 (stereo not given)	-2	-2.1	-1.5	1.3	-1.7	-1
3	CC(=O)c1cnc2nc(SCc3ccc(Cl)cc3)nn2c1C	-17	-2.0	-1.1	2.2	-2.0	4
4	Cc1cc(-c2ccc(C(C)C)c(S(=O)(=O)Nc3cc(C)on3)c2)on1	9	-1.8	-0.7	0.3	-2.2	1
5	CCOC(=O)C1=C(C)NC(C)=C(C(=O)OCC)C1c1ccco1	-13	-2.1	-1.6	-1.9	-0.7	-4
6	CN(C(=O)CSc1nc2ccccc2c(=O)n1-c1ccccc1F)C1CCS(=O)(=O)C1 (stereo not given)	-12	-2.9	0.9*	0.9	0.8	-12
7	COc1ccccc1Nc1ncccc1[N+](=O)[O-]	7	0.1	-0.8	0.9	-1.3	-8
8	O=c1cc(N2CCc3ccccc32)[nH]c(=O)n1Cc1ccc(F)cc1	-89	-0.5	-0.1	0.1	5.8*	-3

nr	DAX1 inh-1	ADAM17 inh	PG9 binder	DAX1 inh-2	SMARCA2 act
1	1.1	-2	-4.1	-0.2	-2
2	-0.6	3	-1.2	0.1	0
3	-0.2	-5	-0.3	2.8	-2
4	-0.1	-2	-1.9	0.1	1
5	-0.4	-11	-0.2	0.4	0
6	-1.0	-5	1.9	-0.9	-5
7	-0.8	0	-2.8	2.6	3
8	0.1	-26	0.6	-0.5	-2

nr	SMILES	ADAM10 inh	hgDAF-12 ag	ssDAF12 agonist	FXN GAA850 act	hcDAF12 agonist	NPR1 activator
9	Cc1ccc2nc(N3CCN(C=O)CC3)nc(-c3ccccc3)c2c1	i	-4.0	-1.4	1.2	1.3	1
10	CCCn1ccnc1SCC(=O)Nc1c(C)n(C)n(-c2ccccc2)c1=O	-15	0.1	-1.1	-0.3	1.5	1
11	CN(C)c1ccc(CC(=O)N2CCCCC2c2cc(C(=O)Nc3ccccc3Cl)no2)cc1 (stereo not given)	6	-4.6	-1.8	-1.0	-3.3	1
12	O=C(Nc1nncs1)C1c2ccccc2Oc2ccccc21	-2	0.2	-1.9	-2.1	-0.6	1
13	Cc1sc(-c2ccncc2)nc1OC(=O)c1cc(Cl)cc(Cl)c1	-1	0.3	-0.7	-1.4	2.3	-7
14	CN(C)c1nn(C(=O)Nc2cccc(C(F)(F)F)c2)cc1-c1ccccc1	-5	1.4	-1.5	1.3	-0.5	-3
15	O=C(Nc1ccc2oc(-c3cccc4ccccc34)nc2c1)c1ncn[nH]1	-77	0.7	-1.6	8.8*	-0.8	1
16	Nc1cc(-c2ccc(OC(F)(F)F)cc2)nn1-c1ccc(Cl)c(Cl)c1	7	0.3	-1.2	-0.1	-1.3	-4

nr	DAX1 inh-1	ADAM17 inh	PG9 binder	DAX1 inh-2	SMARCA2 act
9	-1.7	-172	-1.3	-1.2	-2
10	-1.0	-7	-1.1	-0.3	-1
11	-2.3	1	-0.1	nt	-8
12	0.1	-2	0.8	0.3	-2
13	-0.2	1	0.0	-0.1	0
14	0.4	-4	1.6	0.4	-1
15	0.7	-31	-0.1	3.4	0
16	0.1	2	0.1	nt	-2

nr	SMILES	ADAM10 inh	hgDAF-12 ag	ssDAF12 agonist	FXN GAA850 act	hcDAF12 agonist	NPR1 activator
17	COc1cc(-c2nc(-c3ccc(Br)o3)no2)cc(OC)c1OC	-7	1.0	-1.7	0.1	-1.5	0
18	COc1ccc(N2C(=O)c3ccccc3NC23CCCC3)cc1	4	14*	-0.1	3.8	3.9	-3
19	CC(=O)c1ccc(NC(=O)/C(=C\c2ccc(F)cc2)NC(=O)c2ccco2)cc1	5	0.1	-0.7	0.0	-1.4	0
20	CC(C)(C)c1cc(N2CCOCC2)n2ncc(-c3ccccc3)c2n1	5	-1.3	-0.2	0.1	1.1	4
21	Cc1ccccc1NC(=O)c1cccc2nc3ccccc3nc12	-3	0.0	-0.5	-0.4	-2.1	-14
22	COc1ccc(COc2cc(-c3cccc(OC)c3)nc3ccc(NC(=O)C(C)C)cc23)cc1	-431	-0.1	-1.4	-2.8	-2.2	52*
23	CN(C)CCCN(C(=O)COc1ccccc1)c1nc2c(Cl)cccc2s1	-9	5.3	-1.2	-0.7	-0.6	-2
24	Cc1cccc(C(=O)O/N=C2\CCSc3ccc(C)cc32)c1	1	-1.6	-0.6	0.1	1.6	-2

nr	DAX1 inh-1	ADAM17 inh	PG9 binder	DAX1 inh-2	SMARCA2 act
17	0.6	-4	-0.5	-0.1	-5
18	4.5*	4	-1.6	-0.1	5
19	-0.1	2	-0.9	1.5	-1
20	0.2	-4	0.5	0.8	3
21	-0.3	-3	-1.9	-0.3	1
22	-0.9	-136	0.3	0.3	-1
23	-0.1	-6	-0.8	-1.7	-3
24	0.3	0	0.0	0.9	-2

nr	SMILES	ADAM10 inh	hgDAF-12 ag	ssDAF12 agonist	FXN GAA850 act	hcDAF12 agonist	NPR1 activator
25	CC(=O)Nc1ccc(S(=O)(=O)NC2CC(=O)N(c3ccc4c(c3)OCCO4)C2)cc1 (stereo not given)	-3	-1.5	-1.0	0.4	0.4	-1
26	CCOC(=O)C1CCN(C2=NC(=O)/C(=C/c3ccc(O)cc3)S2)CC1	-5	-0.5	-1.1	-1.1	-1.9	0
27	COCc1cc(=O)n2[nH]c(C)c(-c3ccccc3)c2n1	-244	-2.0	-1.1	0.7	-0.2	2
28	CN(C(=O)c1ccc(NC(=O)Cc2cccc(NC(=O)C3CCN(C(=O)C4CC4)CC3)c2)cc1)C1CC1	1	1.4	-0.9	0.1	-1.1	5
29	C/C(=N\Nc1cccc2cccnc12)c1ccccn1	10	28*	2.0*	2.2	14*	-9
30	COc1ccc(NC(=O)CN(C)C(=O)Cn2c(=O)oc3ccccc32)cc1	-3	6.4	-0.3	2.0	-0.5	-2
31	O=C(O)C(c1ccccc1)C(O)C1CCCC1 (stereo not given)	0	0.0	-0.2	1.1	-0.9	-4
32	CC(C)OC(=O)c1ccc(COC(=O)CNC(=O)c2ccco2)cc1	7	0.2	-1.3	-1.6	-1.1	-3

nr	DAX1 inh-1	ADAM17 inh	PG9 binder	DAX1 inh-2	SMARCA2 act
25	-0.2	0	1.1	0.1	-2
26	-0.2	-8	-3.8	0.7	0
27	-0.8	-119	-4.4	-1.2	1
28	0.0	-2	0.3	-0.6	-2
29	6.3*	3	-2.0	-0.7	6
30	1.2	-2	1.9	0.5	0
31	-0.5	2	-2.8	0.9	-1
32	-0.4	0	-2.2	1.4	0

nr	SMILES	ADAM10 inh	hgDAF-12 ag	ssDAF12 agonist	FXN GAA850 act	hcDAF12 agonist	NPR1 activator
33	O=C(O)CCNS(=O)(=O)c1cccc2nsnc12	-1	1.7	-1.0	2.3	-0.6	1
34	COc1ccc(C(=O)NC(NC(=S)Nc2ccc(S(N)(=O)=O)cc2)C(Cl)(Cl)Cl)cc1 (stereo not given)	20	-1.6	-1.4	-0.5	-2.1	2
35	O=C(Nc1ccc(Br)cc1F)C1CCCO1 (stereo not given)	1	-3.9	-1.1	0.8	-1.1	5
36	Cc1ccc(S(=O)(=O)N2[C@@H](c3ccc(Br)cc3)C(C(=O)O)=CC[C@H]2c2cccs2)cc1	-13	-3.0	0.2	1.4	0.2	2
37	CCOC(=O)C1=CCC(c2cccs2)N(S(=O)(=O)c2ccc(C)cc2)C1 (stereo not given)	-5	-1.7	-1.4	nt	0.5	-4
38	CCC(C)c1ccccc1NC(=O)COC(=O)c1ccc(C)c(NC(=O)c2ccco2)c1 (stereo not given)	5	3.2	-1.1	-1.9	-0.8	0
39	CCc1nnc(NC(=O)CSc2nnc(CSc3nc(C)cc(C)n3)n2C)s1	-9	-0.7	-1.3	-2.0	-2.6	-1
40	COc1cccc(C2CC(c3ccc(Cl)cc3)n3nc(N)nc3N2)c1 (stereo not given)	-145	-0.8	-0.6	0.9	-1.5	-1

nr	DAX1 inh-1	ADAM17 inh	PG9 binder	DAX1 inh-2	SMARCA2 act
33	-0.3	-2	-0.7	-0.1	1
34	-0.9	7	0.2	-1.8	-3
35	-1.0	1	1.1	-0.1	-1
36	-1.2	-4	0.1	0.0	-2
37	-0.8	-1	-0.7	nt	-2
38	0.1	1	-1.2	0.0	1
39	-0.7	-2	0.7	0.3	-1
40	1.0	-31	0.6	-3.4	-2

Arranged by the number under ssDAF12 agonist (low to high): some entries from above
| no. | structure | ssDAF12 agonist |
| --- | --- | --- |
| 34 | COc1ccc(C(=O)NC(NC(=S)Nc2ccc(S(N)(=O)=O)cc2)C(Cl)(Cl)Cl)cc1 (stereo not given) | -1.4 |
| 35 | O=C(Nc1ccc(Br)cc1F)C1CCCO1 (stereo not given) | -1.1 |
| 36 | Cc1ccc(S(=O)(=O)N2[C@@H](c3ccc(Br)cc3)C(C(=O)O)=CC[C@H]2c2cccs2)cc1 | 0.2 |

(more compounds)
nr	SMILES	ADAM10 inh	hgDAF-12 ag	ssDAF12 agonist	FXN GAA850 act	hcDAF12 agonist	NPR1 activator
41	O=C(COC(=O)COc1ccccc1)Nc1ccc(Br)cc1F	-4	-0.4	-1.0	-1.7	0.2	-1
42	CN1C2=N[C@H](c3ccc(Br)cc3)CC(=O)N2/C(=C\c2ccccc2)[C@@H]1c1ccccc1	12	-0.4	-2.1	nt	-1.6	-31
43	COc1ccc([N+](=O)[O-])cc1N(CC(O)CN(C)C)S(=O)(=O)c1ccc(C)cc1 (stereo not given)	7	1.4	-1.5	0.9	-0.6	-5
44	CC1(C)CC(=O)C(C(N)=NC(=O)c2ccc([N+](=O)[O-])cc2)=C(O)C1	1	-3.8	-1.0	1.7	-0.2	-9
45	O=C(CSc1nccc(=O)[nH]1)c1ccccc1Br	5	0.6	-0.5	0.4	-1.1	0

nr	DAX1 inh-1	ADAM17 inh	PG9 binder	DAX1 inh-2	SMARCA2 act
41	-0.5	-1	-0.4	0.8	-2
42	nt	5	nt	nt	nt
43	0.4	0	-0.6	-0.3	-2
44	0.6	2	-2.3	1.1	-1
45	-0.3	-4	-0.3	0.2	0
